# Compound activity (PubChem BioAssay)
# Glyco luc inh – N-linked glycosylation inhibition; reporter increase, % at 12.5 µM; 0.23% of 360,000 active; D54 ERlucT glycosylation luciferase reporter, 24 h; percent of 100 nM tunicamycin response;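 active = mean luciferase reporter signal, scaled so untreated is 0 and the glycosylation-blocking control 100, at or above a set limit in every replicate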;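 note: luciferase carries N-glycosylation sites so blocking glycosylation raises the light; 0% = median of neutral control wells and 100% = median of 100 nM tunicamycin wells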
# PDI turbidity – blocks human protein disulfide isomerase activity. PDI insulin aggregation turbidity, A650, 90 min. 0.052% of 350,000 active. inhibition, % at 10 µM. AID 588391. P07237;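 active = mean inhibition across replicates of 30% or more, whatever share of single replicates reach that level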;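 note: absorbance from insulin aggregation driven by PDI reduction with DTT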
# aDG glyco act – increases alpha dystroglycan glycosylation; Pro5-aDG cells, alpha-DG glycosylation AlphaScreen (IIH6); 0% Pro5, 100% B10-LARGE cell signal; activation, % at 10 µM; 0.22% of 360,000 active; AID 624168;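 active = activation of at least 8% versus controls, or a plate z-score of at least 8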;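 note: Pro5 are CHO cells carrying HIG-tagged alpha-DG that lacks glycosylation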
# Vif imaging – blocks HIV Vif function; 0.35% of 340,000 active; inhibition, % at 7.49 µM; HEK293T cells, Vif self-association by quenched fluorescence, imaging, 24 h; in the data active = inhibition above about 50%, passing the limit was not always enough; note: some results filed as inactive read as strong as hits
# Cardio protect – modulators protecting cardiomyocytes from myocardial damage. H9c2 cardiomyocytes, H2O2 injury protection, ATPLite, 2 h. protection from H2O2 cell death, % at 20 µM. 0.63% of 360,000 active. AID 588492;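 active = compounds giving at least 50% protection of heart cells from peroxide-induced death in the single-dose screen, raw or plate-pattern-corrected value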;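 note: 0% = DMSO wells with peroxide and 100% = DMSO wells without peroxide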
# CaV13 ICDI inh – Disruptors of the CACNA1D IQ motif to Ca2+-dependent inactivation inhibitor domain association, primary screening, Förster resonance energy transfer in intact living …; AID 743397; HEK cells, CFP/YFP FRET ICDI-IQ, plate reader, 10 min; percent FRET-ratio fall versus neutral wells; 0.098% of 340,000 active; inhibition, % at 12.3 µM;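 active = mean replicate inhibition of at least 30% and at least 1% of replicates passing that level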;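 note: 0% = median of the neutral control wells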
# MC4R barr agon – activates human MC4R beta-arrestin recruitment; activation, % at 8.9 µM; 0.98% of 360,000 active; AID 540308; U2OS MC4R beta-arrestin complementation, luminescence; percent of melanotan II response, DMSO zero; P32245;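 active = activation above a per-plate cutoff, the mean activation of sample wells on that plate plus 3 SD, cut at about 8% in these data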
# Target sequence (P32245 whole entry, looked up): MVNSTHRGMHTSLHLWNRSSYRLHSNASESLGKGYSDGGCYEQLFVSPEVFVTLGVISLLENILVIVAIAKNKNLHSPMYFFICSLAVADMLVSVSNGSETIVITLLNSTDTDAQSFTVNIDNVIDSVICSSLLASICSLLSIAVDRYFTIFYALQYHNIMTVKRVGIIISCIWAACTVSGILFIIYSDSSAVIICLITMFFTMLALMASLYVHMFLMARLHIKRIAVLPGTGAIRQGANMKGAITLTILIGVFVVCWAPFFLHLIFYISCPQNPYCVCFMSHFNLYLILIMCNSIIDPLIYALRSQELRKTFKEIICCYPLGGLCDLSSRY
# HTR2A ag – activates the mouse 5-HT2A serotonin receptor | P35363 | CHO-K1 mHTR2A beta-arrestin complementation, luminescence; percent of 30 µM serotonin response | activation, % at 7.6 µM | 0.66% of 360,000 active | AID 624169;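 active = activation above a run cutoff, the mean activation of all tested compounds plus 3 SD, cut at about 14% in these data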;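 note: 0% = plate median of compound wells and 100% = 30 µM serotonin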
# Target sequence (P35363 whole entry, looked up): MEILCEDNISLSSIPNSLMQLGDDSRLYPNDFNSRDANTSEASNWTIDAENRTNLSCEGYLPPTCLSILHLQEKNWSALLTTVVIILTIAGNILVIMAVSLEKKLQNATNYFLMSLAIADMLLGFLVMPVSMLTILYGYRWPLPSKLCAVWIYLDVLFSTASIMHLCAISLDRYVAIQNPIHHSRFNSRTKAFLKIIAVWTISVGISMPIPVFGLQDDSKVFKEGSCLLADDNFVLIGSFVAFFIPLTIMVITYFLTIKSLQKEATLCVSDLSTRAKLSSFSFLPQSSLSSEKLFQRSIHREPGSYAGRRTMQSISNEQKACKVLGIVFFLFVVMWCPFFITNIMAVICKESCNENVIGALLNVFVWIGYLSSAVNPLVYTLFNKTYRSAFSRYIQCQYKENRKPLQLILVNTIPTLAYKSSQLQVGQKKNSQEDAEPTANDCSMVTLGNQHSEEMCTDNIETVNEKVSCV
# MC4R antag cAMP – antagonists of human melanocortin 4 receptor (MC4R); AID 540295; inhibition, % at 6.5 µM; 0.48% of 360,000 active; MC4R-expressing cells, MTII-stimulated cAMP, LANCE TR-FRET; P32245;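 active = inhibition above its plate's cutoff, the mean of tested wells on that plate plus 3 SD, cut at about 29% in these data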;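 note: 0% = Melanotan II alone and 100% = Melanotan II plus saturating MCL0020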
#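 System: U2OS-MC4R stable cell line; Technique: Eu-cAMP/anti-cAMP TR-FRET, emission 671 nm; Repeats: single well per compound; Also added: Melanotan II; Dosing: one concentration, 6.5 µM nominal; Schedule: 30-min compound, 1-h challenge, 1-h detection, room temperature.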
# ABCB6 inh MLPCN – blocks the human ABCB6 transporter; Q9NP58; K562-ABCB6 porphyrin accumulation, flow cytometry, 1 h; stronger effect = lower value; AID 602162; fluorescence ratio to DMSO, % at 10 µM; 0.19% of 360,000 active;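 active = fluorescence ratio to DMSO below 75%, the collection mean minus 3 SD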;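 note: signal is porphyrin accumulated inside mitochondria; 100% equals median channel fluorescence of DMSO control wells; lower ratio means ABCB6 inhibition with less porphyrin fluorescence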
# An asterisk follows results filed as active; x = not tested or not shown.
SMILES,Glyco luc inh,PDI turbidity,aDG glyco act,Vif imaging,Cardio protect,CaV13 ICDI inh,MC4R barr agon,HTR2A ag,MC4R antag cAMP,ABCB6 inh MLPCN
NS(=O)(=O)c1ccc(CCNc2ccnc3cc(Cl)ccc23)cc1,-0.7,-12.0,0.2,32.6,-10.5,-3.8,-0.5,0.3,4.0,90.0
Cc1ccc(N(C(=O)c2snc(C(N)=O)c2N)C(C(=O)NCC2CCCO2)c2ccc3ncccc3c2)cc1 (stereo not drawn),-0.6,-8.9,-0.1,-3.0,20.8,-6.0,0.3,0.2,11.3,94.0
CCC(c1nnnn1Cc1ccc2c(c1)OCO2)N1CCN(c2ccccc2)CC1 (stereo not drawn),-3.3,2.3,0.2,x,17.2,-4.4,-1.5,10.3,7.5,89.0
CC(C)c1ccc(CN2CCN(S(=O)(=O)c3ccc(Cl)s3)CC2)cc1,-6.0,-4.8,0.1,19.8,-17.0,-5.7,-1.6,2.3,0.6,98.0
COc1cc2c(cc1NC(=S)NC(=O)/C=C/c1ccco1)oc1ccccc12,-3.2,-5.8,0.3,-0.3,-4.5,7.3,3.5,-3.9,18.8,106.0
COc1ccc(CCNS(=O)(=O)CC23CCC(CC2=O)C3(C)C)cc1OC (stereo not drawn),-2.0,-5.8,1.9,-8.3,-4.1,-17.4,-0.5,-3.3,4.8,100.0
Cc1cc(Nc2ccccc2)nn1C(=O)c1ccc([N+](=O)[O-])cc1,2.3,3.4,-0.1,5.4,-13.2,x,6.0,1.2,3.3,103.0
O=C(NCc1ccccc1)c1csc2c1CCCC2,-0.6,20.3,0.1,0.9,0.2,-4.9,-3.1,1.4,-2.5,101.0
Cc1cc(=O)[nH]c(SCC(=O)Nc2ccccc2C#N)c1C#N,-1.1,-0.8,0.2,-1.3,7.8,-8.4,0.2,2.7,23.8,94.0
O=C(O)CCNS(=O)(=O)c1cccc(Br)c1,2.5,-0.6,-0.1,-2.6,6.7,-4.2,-0.4,0.3,7.0,101.0
COc1ccc(CCC(=O)OCC(=O)NC(=O)c2ccc(Cl)cc2)cc1,1.3,7.5,-0.3,13.4,-4.7,-5.5,6.5,-0.8,1.5,98.0
Cc1ccc(S(=O)(=O)Nc2cc(C)cn(Cc3ccccc3)c2=O)cc1,-2.8,3.8,0.2,-8.1,0.0,-5.0,-2.9,1.8,5.5,92.0
Cc1ccc(OCC(=O)N(Cc2ccccc2)C(C)(C)C)c([N+](=O)[O-])n1,0.1,0.5,-0.1,3.4,5.5,-5.3,1.2,-0.3,-8.2,101.0
Cc1nc2c(C#N)c(C)[nH]n2c(=O)c1Cc1ccccc1,2.2,-1.8,0.0,-3.4,8.3,-9.5,-1.4,1.5,15.0,93.0
COc1cc2cnncc2cc1OC,-1.3,-3.2,2.0,-8.5,1.6,-3.9,-1.4,-3.2,-3.7,99.0
Cc1c(Cl)cccc1NC(=O)C1COc2ccccc2O1 (stereo not drawn),-1.5,5.3,-0.1,22.4,4.9,-5.1,-1.9,4.1,2.0,98.0
COc1cc([N+](=O)[O-])ccc1NC(=O)Nn1cnnc1,-0.9,13.9,0.0,-7.7,1.9,-5.4,-2.0,0.7,0.5,95.0
Cc1ccc(C(=O)/C=C/N(C)C)cn1,0.6,-7.5,0.0,23.1,0.2,-16.1,-2.5,1.7,1.7,92.0
CCn1c(SCC(=O)N2CCC(C)CC2)nc2c1c(=O)n(C)c(=O)n2C,-0.8,0.4,0.0,-5.7,-1.3,-7.3,-1.3,8.3,5.5,98.0
COc1cc2c(C#N)c(N3CCCCC3)nc(N)c2c(N)n1,-2.7,-1.2,0.0,2.1,-2.6,x,-0.2,-2.9,0.8,109.0
O=C(CSc1ccccn1)Nc1ccc2c(c1)CCC2,-1.7,-8.8,-0.1,-0.2,-0.4,-4.6,-1.7,-2.0,5.2,96.0
CCCn1c(=O)c2ccccc2n2c(SCCOc3ccc(C)cc3)nnc12,-1.8,-4.0,0.5,11.5,-0.3,-11.3,-0.3,1.2,9.2,99.0
O=C1NC(c2ccc(-c3ccccc3[N+](=O)[O-])o2)C(C(=O)c2ccc(F)cc2)C(O)(C(F)(F)F)N1 (stereo not drawn),2.0,8.2,0.0,2.6,1.7,-4.9,4.2,3.2,6.3,104.0
Cc1ccc2c(c1)C1C[N+](C)(CC(=O)c3ccccc3)CCC1N2C(=O)c1ccccc1Cl (stereo not drawn),1.6,5.0,0.0,27.6,1.9,-6.7,-1.3,2.4,2.9,98.0
COc1ccc2nc(Nc3nc(-c4cc5ccccc5oc4=O)cs3)sc2c1,0.0,29.4,-0.5,1.6,2.5,-4.7,1.0,4.4,17.9,87.0

# One compound at a time, from the list above. Values in the order: Glyco luc inh | PDI turbidity | aDG glyco act | Vif imaging | Cardio protect | CaV13 ICDI inh | MC4R barr agon | HTR2A ag | MC4R antag cAMP | ABCB6 inh MLPCN
# Cc1cc(=O)[nH]c(SCC(=O)Nc2ccccc2C#N)c1C#N as listed: -1.1 | -0.8 | 0.2 | -1.3 | 7.8 | -8.4 | 0.2 | 2.7 | 23.8 | 94.0
# Cc1ccc(C(=O)/C=C/N(C)C)cn1 as listed: 0.6 | -7.5 | 0.0 | 23.1 | 0.2 | -16.1 | -2.5 | 1.7 | 1.7 | 92.0
# NS(=O)(=O)c1ccc(CCNc2ccnc3cc(Cl)ccc23)cc1 as listed: -0.7 | -12.0 | 0.2 | 32.6 | -10.5 | -3.8 | -0.5 | 0.3 | 4.0 | 90.0

# The results go on.
SMILES,Glyco luc inh,PDI turbidity,aDG glyco act,Vif imaging,Cardio protect,CaV13 ICDI inh,MC4R barr agon,HTR2A ag,MC4R antag cAMP,ABCB6 inh MLPCN
O=C(c1cnn2c(C(F)(F)F)cc(-c3ccccc3)nc12)N1CCOCC1,1.3,13.9,0.0,-2.5,3.8,-10.0,-0.2,0.0,-5.8,98.0
N#CC1(NC(=O)COC(=O)Cc2n[nH]c(=O)c3ccccc23)CCCCC1,2.5,10.0,0.1,8.1,30.9,-6.1,-0.8,5.5,8.2,93.0
COc1ccc(NC(=O)CSc2nnc(-c3ccco3)c(-c3ccco3)n2)cc1OC,-3.8,-3.7,0.1,-14.7,17.8,-3.8,1.5,5.9,-8.3,97.0
O=C(COC(=O)c1cc(F)cc(F)c1)Nc1cccnc1Cl,1.5,3.5,-0.4,-4.4,-5.6,-2.0,-1.2,1.0,7.5,95.0
O=C1CN(C(=O)/C=C/c2ccc(Cl)cc2)c2ccccc2N1,0.6,-7.8,-0.1,-3.4,0.4,-4.0,-1.7,-6.5,-3.8,102.0
COc1ccc(C)cc1S(=O)(=O)N(CC(=O)Nc1cccc([N+](=O)[O-])c1)c1ccc(C)c(C)c1,-3.2,7.8,0.1,-3.4,1.7,-4.3,0.8,1.6,1.2,97.0
CCC(C)c1ccc(NC(=O)C/C(C)=N/NC(=O)c2cnccn2)cc1 (stereo not drawn),-0.5,11.2,-0.2,0.9,2.8,-2.5,-0.4,10.3,-0.6,96.0
CCCCOC(=O)c1ccc(NC(=O)c2ccc(F)cc2F)cc1,3.8,-12.1,0.6,-6.3,-4.5,-4.6,3.1,0.1,3.5,97.0
Cc1c(NC(=O)COC(=O)Cc2ccc(Cl)cc2)c(=O)n(-c2ccccc2)n1C,0.1,5.7,0.4,-3.3,-6.7,-0.5,0.2,-3.8,9.8,107.0
CC1(c2ccc(Cl)cc2)NC(=O)N(CC(=O)N2CCCC2)C1=O (stereo not drawn),1.5,6.3,-0.1,6.8,-2.2,-8.3,-1.2,3.3,1.5,103.0
CSc1ccc(C(=O)NCC(=O)O)cc1[N+](=O)[O-],1.2,0.8,0.2,-1.3,0.0,-4.2,-1.7,-0.6,1.6,87.0
CSc1ccccc1OCc1cc(C(=O)NC(C)Cc2cccc(C)n2)no1 (stereo not drawn),-3.8,4.3,0.2,-1.5,2.3,-1.9,-2.6,-3.0,-1.4,102.0
CC(=O)c1c(C)[nH]c(C(=O)COC(=O)c2c(C)noc2C)c1C,-0.8,1.1,0.1,9.7,3.5,-4.9,-2.2,7.3,2.9,97.0
O=C(COc1ccc(S(=O)(=O)NC2CCCCC2)cc1)NCc1ccccn1,-2.1,-2.7,0.1,-1.2,-2.2,-8.4,1.1,-2.2,2.2,95.0
CCO[C@H]1OC(C(=O)N2CCN(C)CC2)=C[C@@H](C2CC2)[C@@H]1CCCO,0.7,-4.0,0.1,-15.5,0.3,-10.7,-0.1,4.7,-3.5,98.0
O=C(NCc1nnc2c(C(F)(F)F)cc(Cl)cn12)C1CCCC1,3.7,3.3,0.2,3.4,0.8,-2.3,1.9,0.6,19.5,109.0
CN(CC1CCCO1)S(=O)(=O)c1ccc(C(=O)N2CCN(c3ccccc3)CC2)cc1 (stereo not drawn),1.3,8.2,-0.1,2.4,-6.0,-6.6,-1.5,-4.3,4.8,99.0
N#Cc1c(C(F)(F)F)cc(-c2ccccc2Cl)[nH]c1=O,0.2,-4.2,-0.2,-4.4,-4.9,-4.5,0.3,5.7,12.8,99.0
COc1cc(C(=O)NNC(=S)Nc2ccc(S(N)(=O)=O)cc2)cc(OC)c1OC,3.5,-3.2,0.2,1.6,-5.1,-4.6,0.2,0.6,6.7,104.0
Cc1cc(C)n(CCCC(=O)O)n1,1.2,-2.3,-0.1,-4.1,-1.5,-5.2,-0.4,3.8,-3.6,98.0
CCOc1ccc(-n2c(C)cc(/C=N/NC(=O)C(N)=O)c2C)cc1,-1.5,-6.3,0.2,1.7,-5.0,-5.9,-0.2,2.0,11.7,103.0
COc1ccccc1NC(=O)CSc1nnc(-c2ccco2)n1Cc1ccco1,-4.6,14.3,0.8,-2.7,2.7,-4.2,-2.0,4.1,0.5,97.0
CC(C)(C)c1[nH]nc2c1C(c1ccsc1)C(C#N)=C(N)O2 (stereo not drawn),-1.8,5.8,-0.3,-3.7,-2.7,-14.1,-1.6,11.1,12.3,100.0
CCOC(=O)N1CCN(CCC(=O)Nc2ccc(C)c(Br)c2)CC1,1.5,17.7,0.4,4.8,-2.7,-3.9,1.3,-2.7,3.4,105.0
CCCc1cc(=O)[nH]c(SCC(=O)N2CCN(S(=O)(=O)c3ccc(Cl)cc3)CC2)n1,1.0,-1.5,0.1,0.4,-1.5,-4.1,0.3,1.4,13.8,95.0
COCCNC(=O)C1(C)CCCN(Cc2csc3ccccc23)C1 (stereo not drawn),-0.8,-3.7,0.0,6.9,-1.2,-4.7,0.4,-5.5,0.9,101.0
CC(=O)NC(CC(=O)OCC(=O)N1c2ccccc2NC(=O)C1(C)C)c1ccccc1 (stereo not drawn),-1.0,-5.0,0.1,1.2,0.7,-1.8,0.1,-0.6,5.6,96.0
Clc1ccc2nc(-c3ccccc3)c(CN3CCOCC3)n2c1,-1.3,-5.2,0.3,-4.1,1.5,-9.5,-1.3,0.6,6.1,98.0
COC(=O)C1=CN(Cc2ccc(OC)c(OC)c2)C=C(C(=O)OC)C1c1cccc(OC)c1OC,-4.1,5.6,0.2,3.0,8.0,3.1,-0.5,12.4,-4.5,101.0
Cc1onc(-c2ccccc2)c1C(=O)NNC(=O)c1ccccc1Br,3.8,-5.1,1.2,21.0,-5.4,-5.3,-0.4,-3.0,2.8,92.0
